# From PubChem
# ATXN2 expr inh: inhibitors of ATXN2 expression; HEK-293 ATXN2-luciferase reporter, luminescence, 24 h; Potency, µM (series often up to 57 µM), inactives show top-dose activity change, negative = inhibition, actives largely listed as inhibitors; 360,000 tested, 0.72% active; AID 1745845; also: potency is read from the fitted curve at half-maximal effect; % is scaled to controls: 0 for no effect and ±100 for the full control effect; nearly all actives have a fitted effect of over 55% in size
#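 ATXN2-luciferase reporter cells (luciferase flanked by upstream and downstream ATXN2 gene portions) were treated 24 h at 37 °C with compounds at up to 57 uM. SteadyGlo luminescence gave expression; GF-AFC fluorescence gave viability.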
# HT1080NT lethal: kills 2HG-producing HT-1080-NT fibrosarcoma cells; 360,000 tested, 1.6% active; HT-1080-NT fibrosarcoma viability, CellTiter-Glo ATP luminescence, 48 h; AID 686970; Potency, µM (top dose mostly 46.1 µM), without a hit: top-dose activity, negative = less viability, most hits filed as cytotoxic;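 also: NT is the 2HG producing partner of a matched IDH1 knockdown line; potency is read from the fitted curve at half-maximal effect; 0% = DMSO-treated cells and -100% = media-only wells without cells; nearly all actives have a fitted effect of over 55% in size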
#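 Read-out is CellTiter-Glo luminescence after 10 minutes at room temperature, following 48 hours' compound treatment of HT-1080-NT cells (750 cells/well, RPMI, 5% FBS, 37 degrees C).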
# SW480 rerep: inducers of DNA re-replication in SW480 colon cancer cells; 340,000 tested, 1.8% active; SW480 DNA re-replication, Hoechst DNA content imaging, 48 h; Potency, µM (doses to about 46.1 µM), inactives show top-dose re-replication activation, most hits filed as activators; also: potency is read from the fitted curve at half-maximal effect; % of control where 0% means no effect; nearly all actives have a fitted effect of over 55% in size
#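 Compounds, transferred as 23 nL by pin tool, were incubated with cells for 48 hr; DNA content per nucleus was then quantified by Hoechst staining and fluorescence plate imaging.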
# KB-3-1 cytotox: KB-3-1 parental cell cytotoxicity. KB-3-1 viability, CellTiter-Glo ATP luminescence, 72 h. Potency, µM (highest dose often 46.1 µM), for inactives: at the highest dose activity change, negative = cytotoxic, actives largely listed as cytotoxic. 400,000 tested, 1.4% active; also: potency is read from the fitted curve at half-maximal effect; % is scaled to controls: 0 for no effect and ±100 for the full control effect; nearly all actives have a fitted effect of over 60% in size
#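 Cytotoxicity in the drug-sensitive parental line KB-3-1 was scored as loss of CellTiter-Glo luminescence following 72 h incubation with compound. Values come from curve fitting of normalized concentration-response data.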
# S2 tox: viability counter-screen for ATXN expression inhibitors | 400,000 tested, 0.49% active | AID 651635 | Potency, µM (top dose mostly 56.7 µM), most hits filed as cytotoxic | S2 cells (HEK-293 line with an ATXN2-luciferase reporter) viability, CellTiter-Fluor protease fluorescence, 24 h; also: potency is read from the fitted curve at half-maximal effect; nearly all actives have a fitted effect of over 40% in size
# IL-1B inflam inh: blocks inflammasome-driven IL-1 beta release; 360,000 tested, 4.7% active; THP-1 LPS/ATP IL-1B secretion, AlphaLISA, 16 h; hits give low values; activity change, % at 57.5 µM; in the data active = activity change below about -50%; inconclusive = mostly about -30% to -49%; also: % is scaled to controls: 0 for no effect and ±100 for the full control effect
#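 Secreted IL-1B measured by AlphaLISA bead assay after 16 h compound exposure of THP-1 cells; compounds (final up to 57.5 uM) added 1 h before LPS (250 ng/mL) and ATP (1.25 mM) stimulation; lower signal means less secretion.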
# HT1080 IDH1KD tx: toxicity to HT-1080 IDH1 knockdown cells (counter line); HT-1080 IDH1 knockdown viability, ATP luminescence, 48 h; Potency, µM (doses to about 46.1 µM), for inactives: at the highest dose activity, negative = toxicity, usual class: cytotoxic; 360,000 tested, 2% active; AID 686971;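 also: potency is read from the fitted curve at half-maximal effect; 0% = DMSO wells and -100% = cell-free medium wells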
#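 % activity derives from luminescence (CellTiter-Glo), normalised to DMSO and no-cell wells. HT-1080-IDH1KD cells, 750/well, had 48 h compound exposure at 37 °C.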
# HepG2 tox: counter-screen for TGF-b inhibitors: cytotoxicity in HepG2 cells; 410,000 tested, 0.76% active; Potency, µM (highest dose often 46.1 µM), for inactives: at the highest dose activity change, negative = cytotoxicity, hits mostly cytotoxic; HepG2 CAGA-GFP viability, ATP luminescence, 18 h; also: potency is read from the fitted curve at half-maximal effect; some results filed as inactive show a strong effect at the top dose
#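 CellTiter-Glo luminescence gave cytotoxicity after 18 hours at 37 degrees C. The cells were HepG2 CAGA-GFP in 1% FBS DMEM, stimulated with 500 pg/mL TGF-beta after compound addition. %Activity was normalised to no-cell wells (complete cell-killing) and DMSO (no toxicity), and curves were fitted and classified.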
# MCF10A rerep: DNA re-replication induction in MCF 10a cells | MCF 10A DNA re-replication, Hoechst nuclear intensity, 48 h | AID 624296 | 350,000 tested, 2.9% active | Potency, µM (series often up to 46.1 µM), for inactives: at the highest dose activity, positive = re-replication, most hits filed as activators; also: potency is read from the fitted curve at half-maximal effect; % of control where 0% means no effect; nearly all actives have a fitted effect of over 50% in size
# Starred values were filed as active, the others as inactive; i = inactive; ? = inconclusive; . = not tested or not shown; [ ] = another dose, or the depositor's remark. Unless noted, calls follow the shape of the dose curve; as a rule, active = well fitted curve in the direction sought with a large enough effect; inconclusive = small, poorly fitted or top-dose-only effect, or another doubt; inactive = no such curve, though single readings can be large; an effect the other way counts as inactive or inconclusive.
SMILES,ATXN2 expr inh,HT1080NT lethal,SW480 rerep,KB-3-1 cytotox,S2 tox,IL-1B inflam inh,HT1080 IDH1KD tx,HepG2 tox,MCF10A rerep
Cc1cc(NC(=O)c2ccc3c(c2)C(=O)N(c2cccc(C)c2C)C3=O)no1,3%,6%,0%,-2%,i,9,9%,3%,0%
CCOc1cc(/C=N/n2cnnc2)cc(Br)c1O,0%,0%,?,7%,i,-4,10%,2%,0%
Cc1ccc(N(C(=O)Nc2ccccc2)C2=NCC(C)S2)cc1 (stereo not given),28%,5%,0%,-2%,i,-13,7%,-2%,2%
Cc1ccccc1NC(=O)CSc1[nH]c(=O)cc(C)c1C#N,-2%,-9%,-11%,0%,i,51,-2%,8%,-4%
Cc1cc(=O)[nH]c(SCC(=O)NCC2CCCCC2)c1C#N,-1%,-2%,-4%,3%,i,20,-7%,-11%,-3%
COCCNc1nc(NCCOc2ccccc2Cl)c2sccc2n1,?,?,.,0%,?,-23,?,-34%,.
COc1ccc(S(=O)(=O)N2CCOCC2)cc1NC(=O)CCCSc1ccccc1,.,8%,.,0%,i,0,9%,5%,.
O=c1c2c(n3nnnc3n1-c1ccccc1)-c1ccccc1CC21CCCC1,-1%,-2%,-1%,-3%,i,21,-8%,2%,2%
CCOc1cc(OCC)cc(C(=O)N2CCC[C@H]2C(=O)N2CCC[C@H]2C(=O)NCc2ccccn2)c1,19%,24%,.,2%,i,-8,14%,.,.
CCN(Cc1ccccc1)C(=O)Cc1ccc(OC)c(S(=O)(=O)N2CCOCC2)c1,-3%,-7%,-6%,-4%,i,8,-9%,0%,11%
CNC(=O)Nc1ccc2nc(C)oc2c1,.,8%,-1%,-1%,i,-15,6%,-7%,0%
O=C(Nc1cccc(Br)c1)/C(=C\c1cccnc1)NC(=O)c1ccco1,0%,14%,-2%,4%,i,4,15%,-8%,9%
COc1ccccc1N=NNc1ccc(S(=O)(=O)NC(C)=O)cc1,4%,?,.,0%,i,48,9%,-22%,.
O=c1c2c(ncn2C2CCCC2)n(Cc2ccccc2)c(=O)n1CCOc1ccccc1,9%,11%,0%,0%,i,-6,2%,-3%,16%
CC1CN(C(=O)c2ccc(Oc3ccccc3)cc2)CC(C)O1 (stereo not given),-2%,-2%,?,11%,i,-13,-7%,-17%,-2%
Cc1ccc(C(=O)n2nc(-c3ccco3)nc2NCc2cccs2)cc1,8%,.,.,8%,i,.,.,7%,.
C=CCNC(=S)N/N=C/c1cn(-c2ccccc2)nc1-c1ccc(OC)cc1,-23%,-2%,1%,3%,?,8,?,-17%,?
CCOC(=O)c1c(NC(=O)CSc2ncn[nH]2)sc(C)c1C,-8%,-9%,?,4%,i,-24,?,-33%,3%
COc1ccc([C@H]2CC(=O)C=C(/C=C/Cc3ccccc3)C2)cc1,?,?,26%,?,?,?,?,-17%,?
COc1ccc(OC)c(-c2csc(NC(=O)Cc3ccccc3OC)n2)c1,1%,-2%,22%,-11%,i,?,-18%,-20%,11%
O=C(Nc1cccc(S(=O)(=O)N2CCCC2)c1)[C@@H]1O[C@H](CO)[C@@H](O)[C@H]1O,14%,21%,.,0%,i,-76*,29%,-1%,.
Cc1ccc(C(=O)NCC(=O)N2CCCCCCC2)cc1,.,13%,-8%,2%,i,4,2%,-6%,3%
CNC(=S)N1C2CCCC1CC(NC(=O)c1ccc(C)cc1)C2 (stereo not given),.,1%,1%,8%,i,16,-2%,-16%,12%
C=Cn1cc[n+](CC(=O)c2ccc(C)cc2)c1,-11%,11%,-1%,-15%,i,40,13%,-37%,12%

# Sorted by length of the SMILES (low to high): some entries from above
SMILES,ATXN2 expr inh,HT1080NT lethal,SW480 rerep,KB-3-1 cytotox,S2 tox,IL-1B inflam inh,HT1080 IDH1KD tx,HepG2 tox,MCF10A rerep
CCOC(=O)c1c(NC(=O)CSc2ncn[nH]2)sc(C)c1C,-8%,-9%,?,4%,i,-24,?,-33%,3%
COc1ccccc1N=NNc1ccc(S(=O)(=O)NC(C)=O)cc1,4%,?,.,0%,i,48,9%,-22%,.
Cc1ccc(C(=O)n2nc(-c3ccco3)nc2NCc2cccs2)cc1,8%,.,.,8%,i,.,.,7%,.
COc1ccc([C@H]2CC(=O)C=C(/C=C/Cc3ccccc3)C2)cc1,?,?,26%,?,?,?,?,-17%,?
O=C(Nc1cccc(S(=O)(=O)N2CCCC2)c1)[C@@H]1O[C@H](CO)[C@@H](O)[C@H]1O,14%,21%,.,0%,i,-76*,29%,-1%,.

# Next entries.
SMILES,ATXN2 expr inh,HT1080NT lethal,SW480 rerep,KB-3-1 cytotox,S2 tox,IL-1B inflam inh,HT1080 IDH1KD tx,HepG2 tox,MCF10A rerep
Cc1cc(C)cc(N(CCC#N)C(=O)COC(=O)CNC(=O)c2sc3ccccc3c2Cl)c1,-25%,-8%,-6%,-9%,i,7,-8%,3%,-1%
CCOC(=O)C1=CCN(S(=O)(=O)c2cccc(Cl)c2)C1c1ccc(C)cc1 (stereo not given),-16%,-28%,.,-1%,i,25,-24%,-19%,.
N#C/C(=C\c1ccc(N2CCOCC2)o1)C(=O)NC1CCCCC1,41%[activator],8%,-5%,?,i,-10,-1%,5%,11%
Nc1nnc(SCC(=O)Nc2nnc(-c3ccccc3)o2)s1,2%,16%,-7%,1%,i,-23,2%,19%,5%
CC1=C(Sc2nc3ccccc3[nH]2)C(=O)NC(C)(C)C1,80%[activator],16%,0%,8%,i,-12,13%,5%,-4%
COc1cc(C(=O)Nn2cnnc2)ccc1OC(F)F,1%,-1%,-13%,0%,i,22,-7%,0%,-10%
O=C(N1CCOCC1)N1c2ccccc2CC(N2CCOCC2)c2ccccc21 (stereo not given),-6%,5%,-1%,20%,i,21,7%,-58%,14%
CCN(CC)C(=O)CSc1nnc(SCc2ccc(Cl)cc2)s1,3%,-11%,-3%,-4%,i,-2,-3%,-8%,?
COc1ccc(-n2nc(C(=O)NCC(=O)NCCCN3CCC(C)CC3)c3ccccc3c2=O)cc1Cl,-19%,-10%,3%,6%,?,-5,-22%,-11%,10%
CC/C(=N\NC(=O)c1cccnc1)c1ccc2c(c1)OCCO2,-26%,9%,5%,9%,i,-11,14%,8%,-9%
O=C(COC(=O)c1cccc(S(=O)(=O)Nc2ccc(F)cc2)c1)NCCN1C(=O)CSC1=O,0%,6%,-73%[inhibitor],7%,i,21,5%,5%,-13%
CN(C(=O)c1ccc(NC(=O)Cc2ccc(NC(=O)C3CCN(C(=O)C4CCCC4)CC3)cc2)cc1)C1CCCC1,4%,-7%,-11%,1%,i,-17,-20%,-20%,-38%[inhibitor]

# 2 compounds from above with just HepG2 tox, S2 tox and KB-3-1 cytotox.
Molecule	HepG2 tox	S2 tox	KB-3-1 cytotox
CC1=C(Sc2nc3ccccc3[nH]2)C(=O)NC(C)(C)C1	5%	i	8%
CCN(CC)C(=O)CSc1nnc(SCc2ccc(Cl)cc2)s1	-8%	i	-4%

# The results go on:
SMILES,ATXN2 expr inh,HT1080NT lethal,SW480 rerep,KB-3-1 cytotox,S2 tox,IL-1B inflam inh,HT1080 IDH1KD tx,HepG2 tox,MCF10A rerep
O=C(CCc1nnc2n(Cc3ccc(Cl)cc3)c(=O)c3ccccc3n12)NCCN1CCCC1,-16%,-2%,18%,5%,i,-59*,-18%,-40%,4%
Cc1ccc(S(=O)(=O)Nc2ccc(S(=O)(=O)Nc3cc(C)nc(C)n3)cc2)cc1,.,7%,-2%,-9%,i,-3,7%,3%,-3%
CN1CCN(c2ccc(NC(=O)c3cc(S(N)(=O)=O)ccc3N3CCOCC3)cc2)CC1,.,2%,-4%,-3%,i,-2,-1%,6%,14%
O=C(Nc1cc(S(=O)(=O)N2CCOCC2)ccc1N1CCCC1)c1cnccn1,-2%,1%,0%,-1%,i,-14,13%,0%,1%
C/C(CC(=O)Nc1ccccn1)=N\NC(=O)c1ccccc1O,?,21µM*,1.3µM*,?,?,145,9.2µM*,-37%,14%
Cc1ccc(S(=O)(=O)N2CCC(C(=O)C3C(=O)CCCC3=O)CC2)cc1,-10%,-1%,-3%,1%,i,29,19%,1%,1%
Cc1cc(OCC(F)(F)C(F)(F)C(F)(F)C(F)F)nc(N)n1,-28%,10%,-9%,11%,i,11,5%,-15%,-2%
COC(=O)c1ccc(OCC2NCCc3cc(OC)c(OC)cc32)cc1 (stereo not given),.,-6%,-38%,3%,i,-11,-3%,-6%,-1%
CCOc1ccccc1CN1CCC(Oc2cccc(C(=O)NCCOC)c2)CC1,-19%,-14%,-2%,0%,i,17,-10%,-11%,-1%
Clc1ccc(-n2c(Cc3ccccc3)nnc2SCc2nc(-c3cccs3)no2)cc1,7%,.,.,?,i,.,.,-30%,.
CN(c1ccccc1)S(=O)(=O)c1cccc(Cl)c1Cl,.,-2%,3%,2%,i,15,-10%,-4%,-2%
O=C1c2ccccc2C(=O)N1CCCCN(C(=O)c1ccc([N+](=O)[O-])cc1)c1ccc(Cl)cc1,-18%,-17%,9%,-21%,i,-13,-25%,0%,?
COc1ccc(NC(=S)Nc2ccc(OCc3ccccc3)cc2)c(OC)c1,-8%,-14%,12%,?,i,34,-11%,-26%,9%
O=C(Nc1nnc(C2=COCCO2)o1)c1cccc(Br)c1,-15%,-16%,?,?,i,-10,?,-43%,?
O=C1NC(c2ccccc2O)Nc2ccccc21 (stereo not given),.,0%,-1%,-4%,i,21,1%,-4%,2%
CC1CCCCC12NC(=O)N(CC(=O)OCc1ccccc1F)C2=O (stereo not given),2%,15%,-8%,16%,i,-14,10%,12%,5%
